MgcRacGAP inhibition – MgcRacGAP GTPase-activating activity inhibitors, confirmation, biochemical, ADP Hunter fluorescence | MgcRacGAP-stimulated Rac1 GTP hydrolysis, ADP Hunter fluorescence; higher % means a stronger effect; GST-tagged Rac1 F28L mutant substrate | inhibition, % at 30 µM; hits with a dose series show IC50 in µM | 340,000 compounds, 0.6% hits | AID 624330;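 active = first-screen hits whose inhibition reached a set limit at any dose in the follow-up dose series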;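 note: fluorescence reports GDP produced by GAP-driven GTP hydrolysis; strong numbers were not always called active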
LYP phosphatase – PTPN22 lymphoid phosphatase activity blockers – biochemical, fluorescence intensity, uHTS (AID 1779). 290,000 compounds, 0.054% hits. inhibition, % at 11.5 µM; hits with a dose series show IC50 in µM. recombinant LYP phosphatase, fluorescence intensity; higher % means a stronger effect; in the data active = inhibition above about 50%;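 note: plate controls were vehicle with enzyme for no effect and no enzyme for full effect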
Hep lipid drop – hepatic lipid droplet formation modulation | AML12 mouse hepatocytes, oleate lipid droplets, BODIPY imaging | inhibition, % at 6.5 µM | 240,000 compounds, 0.4% hits;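 active = lipid droplet intensity inhibited by at least 50%, with more than 500 cells counted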
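Test system: AML12 hepatocytes (mouse); reagent: oleate loading, 100 µM; dosing: one dose, 6.5 µM compound; incubation: overnight exposure; signal: fluorescence imaging, 20x objective, two fields per well; read-out basis: % inhibition of corrected integrated BODIPY droplet signal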
GPR55 beta-arrestin – GPR55 agonists via beta-arrestin recruitment, primary screen, imaging, U2OS cells, beta-arrestin-GFP redistribution (AID 1961); U2OS GPR55 beta-arrestin-GFP redistribution imaging; higher % means a stronger effect; one-dose activation, % at 10 µM; EC50 in µM for titrated hits; 290,000 compounds, 0.048% hits;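 active = activation above 40% with more than 50 cells counted in the well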;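 note: U2OS osteosarcoma cells stably expressing GPR55 and beta-arrestin-GFP; plate controls were DMSO negative control for no effect and LPI positive control for full effect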
Large T inhibition – SV40 large T antigen inhibitors, biochemical (AID 1903). SV40 large T antigen ATPase/helicase inhibition assay; higher % means a stronger effect. one-dose inhibition, % at 20 µM; IC50 in µM for titrated hits. 310,000 compounds, 0.39% hits; in the data active = a potency from the dose series; note: strong numbers were not always called active
GPR35 antagonists – inhibition of zaprinast-stimulated GPR35 beta-arrestin translocation – imaging, U2OS, beta-arrestin-GFP, zaprinast agonist, primary screen (AID 2058). U2OS GPR35 beta-arrestin-GFP translocation imaging, zaprinast antagonism; higher % means a stronger effect. one-dose inhibition, % at 10 µM; IC50 in µM for titrated hits. 290,000 compounds, 0.052% hits;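 active = inhibition of at least 50% with at least 30 cells and total cytoplasm GFP at most 10,000,000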
NTR1 agonist – agonists of NTR1, primary screen, imaging, U2OS cells, beta-arrestin-GFP, high content (AID 493036); P30989; NTR1-U2OS beta-arrestin-GFP spot imaging, agonist mode; activation, % at 20 µM; 330,000 compounds, 0.17% hits;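 active = activation at or above 40% of the spot to cytoplasm intensity ratio, with at least 20 cells analyzed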;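 note: 0% = DMSO without peptide and 100% = 100 nM NTR1 peptide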
Target sequence (P30989 whole entry, looked up): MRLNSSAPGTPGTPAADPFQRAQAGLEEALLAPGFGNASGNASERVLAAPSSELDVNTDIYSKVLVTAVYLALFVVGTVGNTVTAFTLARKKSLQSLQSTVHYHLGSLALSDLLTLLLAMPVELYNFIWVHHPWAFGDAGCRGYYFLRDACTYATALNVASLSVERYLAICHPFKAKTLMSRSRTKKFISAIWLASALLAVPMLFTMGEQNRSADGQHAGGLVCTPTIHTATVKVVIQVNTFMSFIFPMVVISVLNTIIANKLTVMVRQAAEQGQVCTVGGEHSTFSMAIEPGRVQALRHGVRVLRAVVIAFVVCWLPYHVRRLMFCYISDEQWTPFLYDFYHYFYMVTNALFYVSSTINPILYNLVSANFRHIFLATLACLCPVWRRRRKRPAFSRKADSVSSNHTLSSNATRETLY
T cell modulator – T cell immune modulators affecting CD8 T cell-vesicle binding; 330,000 compounds, 0.068% hits; 2C CD8+ T cell-vesicle binding, flow cytometry; active compounds read low; calls only at 7 µM; AID 2052;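 active = response, share of CD8 T cells binding vesicles, and their 90th percentile fluorescence all below set limits, cut at about 80% in these data, passing the limit was not always enough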
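Benchmarks: naked versus QL9-loaded vesicles / Assay system: purified 2C TCR transgenic mouse naive CD8+ T cells / Technique: high-throughput flow cytometry with anti-B7-1 and anti-CD8 staining / Timing: Cell–vesicle co-incubation 1.5 h at 37 °C, staining 20 min on ice / Read-out: percent CD8+ FL2 mean versus row control / Probe or stimulus: QL9-loaded Drosophila micro-vesicles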
GPR55 antagonists – GPR55 antagonists blocking LPI-driven arrestin recruitment, primary screen, imaging, U2OS, beta-arrestin-GFP, LPI agonist (AID 2013) | U2OS GPR55 beta-arrestin-GFP translocation imaging, LPI antagonism; higher % means a stronger effect | inhibition, % at 10 µM, or IC50 in µM where a hit was titrated | 290,000 compounds, 0.13% hits;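 active = spots per cell inhibited over 60%, with over 100 cells counted and total cytoplasm intensity under 500,000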;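 note: U2OS cells stably carrying GPR55 and arrestin-GFP stimulated by 5 µM LPI near EC80; imaged beta-arrestin-GFP aggregate spots per cell after agonist stimulation; plate controls were LPI-stimulated DMSO wells for no effect and DMSO wells without LPI for full effect; some results filed as inactive read as strong as hits; confirmed hits need IC50 under 10 µM and bright autofluorescent wells are also inconclusive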
Hep lipid drop cells 6.5 µM – second read-out of Hep lipid drop, no call of its own (marks repeat the call); cell count; measured here: cell count, cytotoxicity flag;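 cells counted across two imaged fields per well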
T cell modulator vesicle-bound % – recorded beside T cell modulator, whose call it bears; double positive events, %; measured here: CD8+ vesicle-bound cell fraction;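 binding gate set so that unloaded-vesicle control wells show 10% double positive cells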
NTR1 agonist cell count 20 µM – second read-out of NTR1 agonist, no call of its own (marks repeat the call); cell count; measured here: cell count, cytotoxicity flag
* hit, by the source's call; i = inactive; x = not tested or not shown; & = joins results of further samples. Rows are unselected; about 1.8% have a hit in one of these screens.

SMILES	MgcRacGAP inhibition	LYP phosphatase	Hep lipid drop	Hep lipid drop cells 6.5 µM	GPR55 beta-arrestin	Large T inhibition	GPR35 antagonists	NTR1 agonist	NTR1 agonist cell count 20 µM	T cell modulator	T cell modulator vesicle-bound %	GPR55 antagonists
O=Cc1ccc(Oc2ncccn2)cc1	-1%	-7%	5	783	-0.3%	0%	2%	0.9	49	i	61	1%
CC1CCC2C(=O)N(c3ccc(S(=O)(=O)c4ccccc4)cc3)C(=O)C2C1 (centres undefined)	5%	0%	3	633	0.1%	11%	0%	-0.4	59	i	30	10%
CC1CN(C(=S)SCC(=O)c2ccc([N+](=O)[O-])cc2)CC(C)O1 (centres undefined)	4%	-4%	-6	763	1.1%	1%	-6%	0.9	54	i	51	6%
CC(C)(C)S(=O)(=O)/C(C#N)=N/Nc1ccc(Cl)cc1	4%	-2%	-16	689	-0.4%	13%	-10%	5.1	51	i	43	4%
COc1cccc(O)c1CN1CCCC(C(=O)c2cccc(C(F)(F)F)c2)C1 (centres undefined)	1%	-4%	-19	704	0.5%	5%	5%	2.0	41	i	34	20%
COc1cc(/C=C/C(=O)OCN2C(=O)c3ccccc3C2=O)ccc1OC(F)F	8%	-5%	1	682	-0.2%	7%	-6%	1.4	67	i	20	0%
CCOC(=O)C(CCOc1cccc(CC)c1)C(=O)OCC	12%	0%	x	x	0.3%	1%	3%	-0.5	49	i	37	7%
COc1cc(NC(=O)CNC(=O)Cn2ccc3ccccc3c2=O)cc(OC)c1OC	8%	-2%	2	822	-0.1%	11%	-4%	0.4	54	i	25	-3%
N#CCc1nn2c(-c3ccccc3)ccnc2c1C#N	-1%	-16%	24	724	-0.1%	7%	-4%	1.3	94	i	20	-6%
CC(=O)Nc1ccc(S(=O)(=O)NCCc2cn3nc(C)c(C)nc3n2)cc1	6%	-14%	1	725	-0.2%	14%	-6%	0.3	77	i	22	1%
Cc1ccsc1/C=N/n1c(COc2ccccc2)n[nH]c1=S	11%	3%	9	683	0.2%	11%	-8%	1.7	37	i	43	11%
COc1ccccc1C(=O)NCC(=O)NC1CCCc2ccccc21 (centres undefined)	-5%	-9%	-2	707	-0.6%	9%	4%	-0.1	63	i	41	-8%

Arranged by count of non-hydrogen atoms (lowest first): nine of the compounds above
SMILES	MgcRacGAP inhibition	LYP phosphatase	Hep lipid drop	Hep lipid drop cells 6.5 µM	GPR55 beta-arrestin	Large T inhibition	GPR35 antagonists	NTR1 agonist	NTR1 agonist cell count 20 µM	T cell modulator	T cell modulator vesicle-bound %	GPR55 antagonists
O=Cc1ccc(Oc2ncccn2)cc1	-1%	-7%	5	783	-0.3%	0%	2%	0.9	49	i	61	1%
CC(C)(C)S(=O)(=O)/C(C#N)=N/Nc1ccc(Cl)cc1	4%	-2%	-16	689	-0.4%	13%	-10%	5.1	51	i	43	4%
N#CCc1nn2c(-c3ccccc3)ccnc2c1C#N	-1%	-16%	24	724	-0.1%	7%	-4%	1.3	94	i	20	-6%
Cc1ccsc1/C=N/n1c(COc2ccccc2)n[nH]c1=S	11%	3%	9	683	0.2%	11%	-8%	1.7	37	i	43	11%
CC1CN(C(=S)SCC(=O)c2ccc([N+](=O)[O-])cc2)CC(C)O1 (centres undefined)	4%	-4%	-6	763	1.1%	1%	-6%	0.9	54	i	51	6%
COc1ccccc1C(=O)NCC(=O)NC1CCCc2ccccc21 (centres undefined)	-5%	-9%	-2	707	-0.6%	9%	4%	-0.1	63	i	41	-8%
CC(=O)Nc1ccc(S(=O)(=O)NCCc2cn3nc(C)c(C)nc3n2)cc1	6%	-14%	1	725	-0.2%	14%	-6%	0.3	77	i	22	1%
COc1cccc(O)c1CN1CCCC(C(=O)c2cccc(C(F)(F)F)c2)C1 (centres undefined)	1%	-4%	-19	704	0.5%	5%	5%	2.0	41	i	34	20%
COc1cc(/C=C/C(=O)OCN2C(=O)c3ccccc3C2=O)ccc1OC(F)F	8%	-5%	1	682	-0.2%	7%	-6%	1.4	67	i	20	0%

Further results:
SMILES	MgcRacGAP inhibition	LYP phosphatase	Hep lipid drop	Hep lipid drop cells 6.5 µM	GPR55 beta-arrestin	Large T inhibition	GPR35 antagonists	NTR1 agonist	NTR1 agonist cell count 20 µM	T cell modulator	T cell modulator vesicle-bound %	GPR55 antagonists
CCOC(=O)C1CCCN(CCC(=O)Nc2cccc(C)c2)C1 (centres undefined)	-1%	-3%	-7	787	0.0%	2%	-3%	-0.1	43	i	42	12%
COc1ccccc1C(=O)N=Nc1c(O)[nH]c2ccc([N+](=O)[O-])cc12	13%	-2%	x	x	0.2%	-2%	5%	x	x	x	x	12%
C=CCn1c(SCC(=O)c2ccccc2)nnc1-c1cc2ccccc2o1	18%	2%	x	x	-0.2%	4%	9%	3.1	44	i	34	-2%
CCOC(=O)CSc1nc(C)c2cc(C)c(C)cc2n1	10%	-7%	16	716	0.1%	x	11%	2.0	47	i	20	2%
Nc1sc2c(c1C(=O)c1ccccc1)CCCC2	19%	-3%	x	x	-0.2%	6%	8%	-2.5	88	i	41	17%
OCC1(CO)COC2(CCCC2)N1	12%	-2%&-4%	1&-8	720&647	0.0%&-0.1%	5%	3%&-3%	0.6	62	i	10	21%&4%
O=C(Oc1c(Cl)cc(Cl)c2ccccc12)N1CCCC1	12%	-2%	x	x	0.0%	10%	12%	-2.3	92	i	37	4%
O=C(NCCc1cccc(F)c1)[C@@H]1CSC2c3ccccc3C(=O)N21 (some centres undefined)	11%	-3%	x	x	-0.3%	1%	-10%	3.0	65	i	33	6%
CCC(=O)Nc1ccc2c(c1)ncn2-c1ccc(OC)cc1	6%	-4%	-6	785	0.0%	20%	18%	-1.2	96	i	6	7%
O=C(NCc1cccs1)c1cnn2cccnc12	7%	-6%	-4	786	0.3%	17%	9%	-1.9	58	i	29	-4%
Cc1oc(C)c(C(=O)O)c1C(=O)O	3%	-6%	-12	712	-0.1%	8%	0%	-2.0	41	i	28	-5%
CS(=O)(=O)N(CC(=O)N1CCCCC1)C1CCCCC1	6%	-6%	x	x	-0.2%	6%	6%	1.3	82	i	32	-15%
CSc1nc(SCC(=O)O)c2sc3nc(-c4ccccc4)c4c(c3c2n1)CCC4	14%	25%	-2	702	-0.1%	21%	3%	x	x	x	x	18%
O=C(NNC(=O)C1C2C=CC(C2)C1C(=O)O)c1cc(Cl)ccc1O (centres undefined)	6%	-5%	7	718	-0.1%	11%	-5%	-0.4	59	i	32	14%
Cc1nc(SC2CC(=O)N(c3ccccc3)C2=O)n[nH]1 (centres undefined)	1%	-5%	-2	661	-0.1%	x	-7%	2.0	86	i	20	0%
OC1(c2cccc(C(F)(F)F)c2)CCN(Cc2nnnn2CCc2ccccc2)CC1	1%	0%	-42	703	0.5%	10%	-8%	0.5	49	i	38	11%
Cc1cc(C)cc(N(CC(=O)O)S(=O)(=O)c2c(C)[nH]c(=O)[nH]c2=O)c1	4%	-8%	27	683	-1.2%	4%	3%	0.9	57	i	26	13%
CCn1c(COc2ccc(Cl)c(C)c2)nnc1SCC(=O)N1CCCC1	10%	-7%	x	x	-0.2%	13%	-1%	-1.1	107	i	28	0%
S=C1NCCOCCOCCOCCNC(=S)N2CCOCCOCCN1CCOCCOCC2	3%	-8%	-11	727	-0.1%	8%	6%	-0.7	49	i	47	7%
Cc1cc(C(=O)c2ccc(C(C)(C)C)cc2)c(NC(=O)CCl)s1	1%	0%	13	706	-0.3%	12%	-11%	16	56	i	33	7%
COc1ccc(C/C(C)=N/NC(=O)c2ccc(Cl)cc2)cc1	9%	-2%	-2	670	-0.2%	11%	-6%	-0.2	57	i	50	-4%
CCOC(=O)N1CCN(C(=S)NC(=O)c2nn(C)cc2Br)CC1	10%	0%	-7	690	-0.1%	7%	27%	-0.5	87	i	60	5%
Cc1noc(NS(=O)(=O)c2ccc(NC(=O)/C=C/c3ccc(Br)cc3)cc2)c1C	14%	2%	0	695	-0.1%	14%	7%	-1.1	57	i	18	-9%
CC(=O)c1cccc(NC(=O)C(C)OC(=O)c2cc(=O)[nH]c3ccccc23)c1 (centres undefined)	3%	x	x	x	x	7%	x	-0.8	78	i	34	x
Fc1c(F)c(F)c(NC2=NCCCCC2)c(F)c1F	6%	-12%	-2	886	-0.1%	3%	6%	-1.7	28	i	19	3%
COc1ccc(C(=O)/C=C2/c3ccccc3CC(C)(C)N2C)cc1OC	2%	-6%	-17	661	-0.4%	6%	-8%	0.3	59	i	32	-12%
Cc1cc(C)nc(NC(=O)NS(=O)(=O)Nc2ccc(Br)cn2)n1	11%	-10%	x	x	-0.1%	3%	9%	-1.4	103	i	30	-4%
CNc1nnc(-c2ccco2)s1	9%	-2%	1	739	-0.2%	14%	6%	-0.3	61	i	34	17%
Cc1ccc(C2=NC(C)(C)NC2=O)cc1	4%	-11%	-4	759	0.0%	6%	16%	x	x	i	29	3%
Cc1cc(NC(=O)CSc2nnnn2-c2ccccc2)no1	3%	-13%	-6	737	-0.1%	22%	6%	-1.2	36	i	46	8%
O=C(CSCc1ccc(F)cc1)NCc1cccs1	-5%	-8%	-22	675	-0.3%	8%	-3%	-0.1	63	i	70	26%
COc1cc(CN(C(=O)c2ccco2)C2CCS(=O)(=O)C2)cc(OC)c1OC (centres undefined)	8%	-10%	33	770	0.2%	6%	9%	-0.2	48	i	8	9%
CCCC(=O)c1c(NC(C)C)cc(C)oc1=O	-4%	-13%	x	x	-0.1%	3%	10%	0.1	94	i	16	1%
COc1ccc(S(=O)(=O)N(Cc2ccc(OC)c(OC)c2)Cc2ccco2)cc1	6%	-7%	x	x	-0.2%	1%	2%	1.9	62	i	56	5%
Cc1c2n(c3ccccc13)CC/C2=N\O	15%	-2%	6	753	0.2%	4%	-3%	0.8	56	i	9	-1%
Cc1cc2ncn(C3CC(=O)N(C)C3=O)c2cc1C (centres undefined)	8%	-6%	x	x	-0.2%	8%	3%	2.4	38	i	16	18%
Cc1nnc(SCC(=O)Nc2c(Cl)cccc2Cl)[nH]c1=O	0%	6%	-2	629	-0.2%	3%	13%	-1.3	90	i	55	-9%
